# HGIII-sPLA2 inh: Blocks human group III sPLA2 activity; Q9NZ20; 0.56% of 370,000 active; QFRET BODIPY PC-A2 liposome hydrolysis, fluorescence; inhibition, % at 12.2 µM;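 active = inhibition above mean plus 3 SD of compounds lying within the high and low control bounds, cut at about 19% in these data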;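 note: 0% = median of test compound wells and 100% = no enzyme DMSO wells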
# Target sequence (Q9NZ20 whole entry, looked up): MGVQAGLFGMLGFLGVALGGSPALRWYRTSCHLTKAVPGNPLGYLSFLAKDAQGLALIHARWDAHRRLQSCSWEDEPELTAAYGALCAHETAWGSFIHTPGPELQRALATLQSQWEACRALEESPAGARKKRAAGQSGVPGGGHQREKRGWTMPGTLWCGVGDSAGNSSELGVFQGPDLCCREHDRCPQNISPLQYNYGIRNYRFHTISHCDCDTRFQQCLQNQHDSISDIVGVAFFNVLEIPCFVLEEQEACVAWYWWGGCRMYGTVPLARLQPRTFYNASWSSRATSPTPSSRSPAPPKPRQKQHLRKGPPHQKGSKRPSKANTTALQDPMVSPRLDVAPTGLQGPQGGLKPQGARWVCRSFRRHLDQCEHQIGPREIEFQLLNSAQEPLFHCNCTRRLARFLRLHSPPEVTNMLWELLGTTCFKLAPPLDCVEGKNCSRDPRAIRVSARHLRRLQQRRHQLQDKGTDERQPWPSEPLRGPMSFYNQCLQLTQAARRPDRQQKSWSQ
# DAX1 inh-1: DAX1 (NR0B1) inhibition, primary screen; AID 652010; HEK293T StAR-luciferase reporter, SF-1/DAX-1 repression relief; inhibition, % at 6.8 µM; 1.1% of 370,000 active;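 active = inhibition above the mean over all tested compounds plus 3 SD, cut at about 3.6% in these data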;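 note: 0% = DAX-1 cells with DMSO and 100% = cells lacking DAX-1 with DMSO; higher inhibition means more luminescence from relief of DAX-1 repression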
# DAX1 inh-2: inhibitors of human orphan nuclear receptor DAX1 (NR0B1); inhibition, % at 6.75 µM; P51843; AID 504766; HEK293 Gal4-DAX1 luciferase reporter, luminescence; 0.99% of 340,000 active;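 active = inhibition above the mean over all tested compounds plus 3 SD, cut at about 4.2% in these data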;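 note: 0% = DAX1-transfected cells with DMSO and 100% = empty-vector control cells with DMSO; inhibition shows as a rise in luminescence from relieved DAX1 repression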
# hgDAF12 agonist: activates the H. glycines DAF-12 receptor ligand-binding domain; HEK293 GAL4-hgDAF12 UAS-luciferase reporter, agonist luminescence; normalized to butyrate control; activation, % at 6.8 µM; 1.8% of 370,000 active;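 active = activation above a cutoff set at the mean of all screened compounds plus 3 SD, cut at about 10% in these data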;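 note: 0% = DMSO wells and 100% = sodium butyrate wells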
# NPR1 activator: GC-A (human) enzyme activation. HEK293 GC-A cells, cGMP TR-FRET, EC30 ANP; 0% at EC30 ANP, 100% saturating ANP. AID 1671463. 0.14% of 370,000 active. activation, % at 10 µM; in the data active = activation above about 40%
# hcDAF-12 act: activates DAF-12 receptor from parasite H. contortus; HEK293 hcDAF-12 lit1-tk-luc reporter, luminescence; 0% DMSO, 100% Δ7-dafachronic acid; 1.4% of 370,000 active; activation, % at 6.8 µM;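 active = activation above the mean of all tested compounds plus 3 SD, cut at about 5.5% in these data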;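 note: 100% = response to 3 µM Δ7-dafachronic acid high control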
# SMARCA2 activ: increases SMARCA2 function in MMTV reporter cells | 1% of 370,000 active | activation, % at 9.1 µM | AID 652017 | MG213 cells, MMTV-luciferase reporter, dexamethasone, overnight; in the data active = activation above about 7.8%;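 note: 0% = vehicle wells and 100% = reference activator wells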
# ADAM10 inh: inhibitors of human ADAM10 | O14672 | recombinant ADAM10, EDANS/DABCYL FRET peptide cleavage, 3 h | inhibition, % at 7 µM | 0.62% of 370,000 active | AID 720582;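 active = inhibition above a per-campaign cutoff equal to the mean of compounds falling between control-based bounds plus 3 SD, cut at about 20% in these data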;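 note: 0% = DMSO wells while the 100% control is not disclosed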
# Target sequence (O14672 214-748 limits assumed): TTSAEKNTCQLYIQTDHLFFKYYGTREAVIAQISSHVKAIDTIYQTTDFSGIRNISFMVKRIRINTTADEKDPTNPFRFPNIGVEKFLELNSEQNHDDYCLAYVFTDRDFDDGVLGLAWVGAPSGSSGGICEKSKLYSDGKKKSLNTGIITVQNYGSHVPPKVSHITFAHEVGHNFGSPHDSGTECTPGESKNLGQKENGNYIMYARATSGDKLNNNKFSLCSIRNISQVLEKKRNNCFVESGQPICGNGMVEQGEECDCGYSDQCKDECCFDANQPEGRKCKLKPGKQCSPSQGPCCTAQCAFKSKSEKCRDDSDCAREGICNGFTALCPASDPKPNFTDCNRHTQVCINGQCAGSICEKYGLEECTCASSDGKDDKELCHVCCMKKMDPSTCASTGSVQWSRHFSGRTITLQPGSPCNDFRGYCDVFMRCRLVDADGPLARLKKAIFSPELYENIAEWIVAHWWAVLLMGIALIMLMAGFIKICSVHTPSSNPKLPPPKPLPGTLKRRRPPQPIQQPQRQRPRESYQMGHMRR
# ssDAF-12 act: activators of S. stercoralis DAF-12 nuclear receptor | HEK293 ssDAF-12/GRIP1 lit1-tk-luc reporter, luminescence; % of 3 µM dafachronic acid response | activation, % at 6.8 µM | 1% of 370,000 active | AID 652126;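 active = activation above the mean over all tested compounds plus 3 SD, cut at about 0.9% in these data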;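 note: 0% = DMSO-only wells and 100% = 3 µM delta7-dafachronic acid wells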
# GAA850 FXN act: frataxin GAA850 promoter activation; HEK293 lucGAA850 FXN promoter luciferase reporter, 24 h; percent of 10 µM SAHA response; activation, % at 6 µM; 0.56% of 360,000 active; AID 540364;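 active = activation above the average of all compounds screened plus 3 SD, cutoff fixed separately per campaign, cut at about 7.5% in these data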;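 note: 0% = DMSO wells and 100% = 10 µM SAHA wells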
# GC-B act: GC-B (human) receptor activation; 0.11% of 370,000 active; HEK293-GC-B cells, CNP EC30, cGMP TR-FRET; 0% at EC30 CNP, 100% saturating CNP; AID 1920062; P20594; activation, % at 10 µM;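 active = activation at 10 µM reaching about 35% in either raw or pattern-adjusted values, limit read from the data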
# An asterisk follows results filed as active; i = inactive; nt = not tested or not shown. Rows were taken by chance. Share with any hit: about 6.6%.
SMILES,HGIII-sPLA2 inh,DAX1 inh-1,DAX1 inh-2,hgDAF12 agonist,NPR1 activator,hcDAF-12 act,SMARCA2 activ,ADAM10 inh,ssDAF-12 act,GAA850 FXN act,GC-B act
COCCN(C(=S)Nc1c(C)cc(C)cc1C)C(C)c1cccs1 (stereo unspecified),5,0.0,2.2,0.7,-1,-0.5,0,-4,-1.3,-0.4,0
CCOC(=O)COc1ccc2nsnc2c1,5,-0.1,0.8,4.4,2,1.0,1,-104,-0.7,2.2,0
COc1cc(OC)cc(C(=O)OCCNC(=O)Cn2cnc3c2c(=O)n(C)c(=O)n3C)c1,3,0.1,nt,0.0,-1,-1.0,2,-6,-1.2,nt,-2
O=C(CN1C(=O)c2ccccc2S1(=O)=O)N1CCN(c2ccc(F)cc2)CC1,5,0.4,1.6,4.4,-3,0.1,-7,7,-1.0,3.0,4
O=C(NCC1CC1)c1ccc2sc([C@H]3C[C@H](O)[C@@H](CO)O3)nc2c1,12,-1.5,nt,-1.5,1,-0.5,-7,-20,-0.9,0.7,0
CC1CCN(C(=O)Cn2nnc(-c3ccccc3)n2)CC1,-3,1.1,2.2,2.1,3,3.4,8,5,0.9,0.8,3
COc1cc(-c2nnc(SCC(=O)Nc3ccc(C(=O)O)cc3)o2)cc(OC)c1OC,-1,-0.1,-0.7,0.6,-2,2.9,5,0,-0.6,0.5,5
CN(CC(=O)Nc1ccccc1Cl)C(=O)CN1C(=O)NC(c2ccccc2)(c2ccccc2)C1=O,-9,0.2,0.2,-2.2,-3,1.0,-2,-4,-0.8,-0.5,8
Cc1ccc(C2=NCCn3c2c2ccccc2[n+]3[O-])cc1,3,0.1,0.0,0.8,-2,3.0,1,3,-0.4,0.0,3
Cc1ccc(O)c(Cc2cc(C)cc(Cc3cc(C)ccc3O)c2O)c1,-86,-0.3,-1.0,-0.8,-1,-0.8,-4,11,-1.5,-0.5,3
Cn1cc(CNC(=O)c2cc(COc3ccc4c(c3)CCCC4)on2)cn1,-10,-0.5,-0.4,-1.5,3,-1.1,-2,4,-1.2,4.5,0
NCCCC[C@H]1CNC(=O)C(=O)N1CCc1cccc(F)c1,3,0.3,0.7,0.6,1,-1.1,1,-7,-1.1,1.1,3
Cc1nn(C(=O)C2CC2)c(C)c1Sc1ccc(Cl)cc1,3,0.6,1.9,1.3,-2,1.1,2,3,-0.7,1.5,-4
O=C1CC[C@@H](COc2ccc3[nH]cc(-c4ccccc4)c3c2-c2ccccc2)N1,-48,-0.8,nt,-0.1,3,-1.8,-3,-16,-0.3,nt,-1
CCOc1cc(/C=C2\CN(C)C/C(=C\c3ccc(O)c(OCC)c3)C2=O)ccc1O,-10,-1.1,-6.1,-11,-9,-6.5,5,0,-2.1,-13,-7
COc1ccccc1C(=O)NNC(=O)c1ccccc1[N+](=O)[O-],17,0.4,-0.3,-2.0,-1,2.9,-1,6,-1.1,-0.5,7
Nc1c(-c2ccc(Cl)cc2)cnn1-c1cc(C(F)(F)F)cc(C(F)(F)F)c1,0,0.1,2.9,-1.0,-2,-1.2,0,0,-1.7,0.6,-1
COc1cc(-c2nnc(SCC(=O)c3cc(C)n(CC4CCCO4)c3C)o2)cc(OC)c1OC (stereo unspecified),-5,-1.4,-0.1,-4.2,1,-3.4,-3,1,-1.9,0.3,-8
COc1ccc(NC(=O)C[C@H]2C(=O)N(CCc3ccccc3)C[C@@H]2CSC)cc1,7,-1.4,0.0,-0.3,0,-1.2,-3,-13,-1.1,0.7,7
COc1ccc(CN(CC(=O)NC2CCCC2)C(=O)CCC(=O)Nc2nc(C)cs2)cc1,-8,0.1,-0.8,-2.5,2,-0.6,2,-3,-0.7,1.9,2
C=CCS(=O)(=O)N1CCCC(N2CCN(c3ccccc3OC)CC2)C1 (stereo unspecified),1,-0.6,-0.7,0.8,1,1.8,-1,2,-0.7,-0.6,11
COC(=O)c1sc(NC(=O)/C=C/c2ccccc2Cl)nc1C,1,0.6,-0.9,1.5,-4,0.1,-3,-5,-2.1,-0.9,-3
Cc1ccc(-c2csc(NC(=O)CSc3nc4ccccc4o3)n2)cc1,-2,0.4,0.4,0.2,0,-3.5,-1,2,-1.5,1.9,4
CN(C)C(=O)CSc1nc2ccccc2n1CC(=O)N1CCN(c2ccccc2)CC1,1,-0.4,-1.1,-1.8,2,0.0,-4,-5,-0.5,-1.1,1
COc1ccc(CCNC(=O)CSc2nc3ccccc3o2)cc1,4,-0.5,-0.4,3.4,-2,-0.3,-2,4,-1.1,0.5,-4
COc1cccc(CNC(=O)COC(=O)c2nc(Cl)c(Cl)c(Cl)c2Cl)c1,3,1.8,-0.1,-2.8,-5,0.8,17*,-2,-0.9,3.5,1
N#C/C(=C(/O)CN1CCOCC1)c1nc(-c2ccccc2)cs1,-8,1.1,-0.7,0.6,-2,0.7,0,-6,-0.4,2.3,1
CCc1nc(SCc2ccc(OC)c(Br)c2)n[nH]1,13,0.5,-0.7,-1.7,3,1.5,0,-10,-0.6,5.8,6
Cc1cccn2c(=O)c3cc(C(=O)NC4CCCC4)c(=N)n(C4CCCC4)c3nc12,7,0.8,-0.7,3.2,14,-1.7,1,i,-1.1,0.1,2
COc1cc(CNCc2cccs2)ccc1OCC(=O)NC(C)(C)C,2,0.1,0.2,-1.9,-4,-2.2,-1,4,-0.9,-0.1,3
COc1nc(NCCc2ccc(OC)c(OC)c2)nc(OC)n1,9,1.0,1.0,-0.1,1,-0.7,1,5,-1.1,3.8,-6
CCOC(CNC(=O)C(=O)Nc1cc2c3c(c1)CCN3C(=O)CC2)OCC,0,0.0,1.9,0.8,5,-1.7,-4,-5,-1.1,-1.0,2
CC(=O)Nc1cc(C(=O)NCc2ccco2)ccc1Sc1ccc(C)cc1,5,0.3,0.2,-1.2,-2,1.9,-3,2,-1.6,1.9,-1
O=c1[nH]c(-c2ccccc2)nn1-c1ccc(Br)cc1Br,0,0.1,0.4,-0.3,2,-0.9,-2,-4,-1.5,2.4,3
COc1ccc(OC(C)C(=O)Nc2cccc(F)c2)cc1 (stereo unspecified),1,-0.3,2.2,-3.3,2,-0.8,1,-4,-1.0,1.4,-4
COCCCNC(=S)Nc1ccccc1C,7,0.0,0.8,0.3,4,-0.8,0,-7,-1.4,2.7,-1
COc1ccc(NC(=O)C2CC(=O)OC23CCCCC3)cc1 (stereo unspecified),-4,-0.3,1.0,0.2,1,-2.3,3,3,-0.9,1.1,-1
COC(=O)c1sccc1NC(=S)Nc1cc(C)cc(C)c1,23*,0.8,-0.3,-4.0,5,-0.6,-2,-5,-1.2,-1.4,-3
COc1ccc(-c2c(C#N)c(N)nc3c2c(=O)n(C)c(=O)n3C)cc1Cl,10,-0.5,2.0,-0.9,1,0.1,0,-3,-1.4,-0.9,-2
Cc1ccc(OCC(=O)Nc2cc(C)on2)c([N+](=O)[O-])n1,0,1.1,0.0,5.5,1,0.2,-1,-7,-0.7,2.4,1
CC1(c2ccccc2)NC(=O)N(CC(=O)N2CCc3ccccc32)C1=O (stereo unspecified),9,0.1,0.5,1.1,2,0.6,-3,-26,-0.3,0.1,5
O=C(O/N=C(\c1ccccc1)c1ccncc1)c1ccccc1F,1,-0.1,1.2,3.6,-1,-2.5,0,0,-0.8,0.5,2
O=C(CSc1nnc(NC(=O)c2ccc(F)cc2)s1)NC1CCCC1,-1,0.6,1.3,1.8,2,-2.0,1,5,-0.6,2.9,3
CCn1cc(C(=O)OCC(=O)c2ccccc2)c(=O)c2ccc(C)nc21,-5,-0.2,-0.3,-0.3,5,-2.3,1,-1,-1.3,3.6,-3
Cn1nnnc1SCC(=O)c1cccs1,-2,0.3,-0.3,4.1,3,-1.5,-3,3,-0.8,1.4,4
Cc1ccc(S(=O)(=O)NCC(=O)OCc2ccccc2)cc1,-1,0.8,-0.4,-0.6,0,-1.3,-3,4,-1.3,-0.9,4
C[C@H]1CN([C@@H](C)CO)S(=O)(=O)c2ccc(C#CC(C)(C)O)cc2O[C@H]1CN(C)Cc1ccccc1,-13,-1.3,2.0,-3.9,2,-0.7,-3,-5,-1.5,-2.9,10
O=C(Nc1ccc(S(=O)(=O)Nc2nccs2)cc1)c1ccncc1,6,0.6,nt,2.9,1,-2.2,-5,-11,-1.2,nt,-3
Cc1ccc(-c2cc(-c3nnc(SCC(=O)Nc4ccccc4-c4ccccc4)n3N)[nH]n2)cc1,-30,-1.6,nt,0.5,1,-2.1,-1,4,-1.5,nt,-6
CCCCCCNC(=O)CCNC(=O)c1cc(OC)c(OC)c(OC)c1,0,-0.7,0.6,-3.8,-13,-0.8,-5,-2,-1.2,-4.8,-5
CC(C)N(Cc1cn(C)nc1-c1cccc(Cl)c1)CC1CCC(=O)N1 (stereo unspecified),-5,0.2,0.3,0.2,-2,-1.6,1,-7,-1.2,1.5,-2
Cc1cccc(Nc2ccccc2C(=O)OCC(=O)NCc2ccco2)c1C,3,-0.7,0.3,1.7,2,-1.2,-4,-56,-1.2,0.3,-5
O=C(CSc1nnc2c(n1)[nH]c1ccccc12)NC1CCCCC1,-3,-0.2,-1.0,1.1,-6,-2.2,-1,5,-1.5,0.8,-6
CCOC(=O)c1cc2c(C)n(-c3ccc(N(C)C)cc3)c(C)c2cc(C(=O)OCC)c1=O,6,-1.0,-0.1,0.1,-2,0.0,2,7,-1.9,0.0,4
O=c1[nH]cccc1-c1nc2ccccc2n1Cc1cccc(Cl)c1,-5,-0.1,-1.1,-0.9,-28,1.8,-1,i,-0.8,-1.3,-17
CN1CCCN(CC(O)COCc2cccs2)CC1 (stereo unspecified),2,0.5,-0.1,0.6,3,-0.9,0,-9,-1.0,-0.4,-3
CCN1CCN(C(=O)CCc2ccc(S(=O)(=O)NCCc3ccccc3)cc2)CC1,-1,0.4,0.4,0.7,0,0.0,0,3,-1.0,-0.6,3
Cc1c(C(=O)Nc2ccc3c(c2)OCCO3)cnn1C,0,-0.2,-0.1,-4.8,0,-0.8,-3,9,-1.5,-8.0,4
Cc1ccc(NC(=S)NNC(=O)c2ccccc2O)c(C)c1,49*,0.0,2.1,0.7,3,0.1,-2,-38,-1.8,-1.0,2
COc1ccc(-n2c(C)cc(C3=NNC(=NC4CC4)SC3)c2C)cc1,-2,0.7,0.8,5.3,0,3.5,9.8*,3,-0.8,5.8,-2
O=c1c2ccccc2c(-c2ccccc2)nn1-c1cc(Cl)ccc1[N+](=O)[O-],16,-0.8,-0.1,-1.3,12,-0.4,-2,10,-1.6,0.3,2
COc1ccc(Cl)cc1NC(=O)CN(C)Cc1cccs1,-1,-0.4,0.8,-2.0,-5,-3.5,-1,-1,-1.3,-1.2,-2
Cc1cc(-c2ccccc2)c2c(n1)sc1c(O)cc(=O)[nH]c12,1,0.7,nt,-1.0,4,-1.2,5,4,-1.9,nt,-4
